# Rev-RRE block – disrupts HIV-1 Rev binding to RRE RNA; AID 704; Rev peptide-RRE RNA binding, FRET; inhibition, % at 8 µM; 97,000 compounds, 0.79% hits;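 active = inhibition above the screen-wide mean plus 3 SD, cut at about 35% in these data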;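 note: 0% = median DMSO wells and 100% = median Neomycin B control wells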
# Target sequence (P05866 whole entry, looked up): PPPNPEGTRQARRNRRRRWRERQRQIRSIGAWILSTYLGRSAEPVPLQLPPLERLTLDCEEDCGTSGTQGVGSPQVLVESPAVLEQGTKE
#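 Test system: Cy5-tagged RRE RNA duplex with fluorescein-tagged Rev peptide; Probe or stimulus: labelled Rev peptide; Schedule: 5 min preincubation and 15 min binding, 25 °C; Signal: FRET fluorescence readout; Evaluation: % inhibition from 671/540 nm acceptor-to-donor ratio, scaled between controls; Control set: DMSO and neomycin B.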
# CYP2C9 inhib – human CYP2C9 inhibition; inhibition, % at 5 µM; 96,000 compounds, 20% hits; AID 777; P11712; CYP2C9 Supersomes, luciferin-H conversion, luminescence;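 active = blocking of liver enzyme CYP2C9 beyond about 50% at 5 µM, limit read from the data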; note: values of inactives mirror those of a sister screen read the other way
# CYP2C19 inh – human CYP2C19 inhibition. inhibition, % at 5 µM. AID 778. CYP2C19 Supersomes, luciferin-H EGE luminescence, 30 min. P33261. 96,000 compounds, 21% hits;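 active = CYP2C19 inhibition above a set limit at 5 µM in the primary screen, cut at about 50% in these data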;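 note: plate controls were negative control wells for no effect and 2.5 mM tranylcypromine positive control for full effect; values of inactives mirror those of a sister screen read the other way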
# EphB4 antag – EphB4-ephrin-B2 interaction antagonism; P54760; EphB4 LBD / TNYL-RAW-Alexa532 peptide, fluorescence polarization; inhibition, % at 7 µM; 97,000 compounds, 0.15% hits; AID 720;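 active = inhibition above the screen-wide mean inhibition plus 3 SD, cut at about 15% in these data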;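 note: 0% = DMSO wells and 100% = excess unlabeled TNYL-RAW peptide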
# PLAP activator – activators of human placental alkaline phosphatase. 96,000 compounds, 1.2% hits. purified PLAP enzyme, luminescent substrate read-out; stronger effect = higher value. activation fold at 20 µM. P05187; in the data active = activation fold above about 2
# Target sequence (P05187 whole entry, looked up): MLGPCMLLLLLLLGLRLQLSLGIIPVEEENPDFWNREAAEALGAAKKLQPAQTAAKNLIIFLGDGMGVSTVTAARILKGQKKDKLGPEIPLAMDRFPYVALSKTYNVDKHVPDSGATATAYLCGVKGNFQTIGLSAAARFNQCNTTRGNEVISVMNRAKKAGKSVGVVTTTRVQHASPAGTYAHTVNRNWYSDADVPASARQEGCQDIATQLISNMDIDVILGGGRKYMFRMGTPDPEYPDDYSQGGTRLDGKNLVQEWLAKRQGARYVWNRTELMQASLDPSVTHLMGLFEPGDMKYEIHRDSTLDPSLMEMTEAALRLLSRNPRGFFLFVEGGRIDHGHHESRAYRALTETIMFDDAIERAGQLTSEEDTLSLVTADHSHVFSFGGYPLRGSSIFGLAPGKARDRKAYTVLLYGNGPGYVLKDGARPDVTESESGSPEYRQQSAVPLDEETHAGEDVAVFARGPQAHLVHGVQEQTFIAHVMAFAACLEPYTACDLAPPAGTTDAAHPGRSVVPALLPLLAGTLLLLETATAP
# PLK1 PBD inh – inhibitors of human Plk1 polo box domain binding; 97,000 compounds, 0.13% hits; Plk1 PBD phosphopeptide binding, fluorescence polarization; inhibition, %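 (tested at about 20 µM)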; AID 693; in the data active = inhibition above about 34%, passing the limit was not always enough
# CYP2C19 act – cytochrome P450 2C19 (human) activation; 96,000 tested, under 10 active; P33261; AID 1025; recombinant CYP2C19, luciferin-H EGE luminescence; stronger effect = higher value; 0 = fully inhibited enzyme, 1 = untreated enzyme; activation factor at 5 µM;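 active = activation factor of at least 2 at 5 µM in the primary screen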;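 note: 0 = wells with 2.5 mM tranylcypromine and 1 = vehicle-only wells; values of inactives mirror those of a sister screen read the other way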
# PLK1 inh – blocks human PLK1 kinase activity. recombinant PLK1 kinase, TR-FRET peptide phosphorylation. inhibition, % at 10 µM. 97,000 compounds, 0.53% hits. AID 619;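 active = inhibition of 50% or more in the single-concentration screen; inactive = inhibition below 50%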;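 note: 0% = DMSO max control and 100% = H-89 dihydrochloride min control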
# CYP2C9 act – CYP2C9 (human) activation; P11712; 96,000 compounds, 1.4% hits; activation factor at 5 µM; recombinant CYP2C9, luciferin-H conversion, luminescence; stronger effect = higher value; factor 1 = untreated enzyme, 0 = blocked;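 active = activation factor of 2 or more for CYP2C9 at a 5 µM dose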;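 note: 0 = sulfaphenazole-blocked wells and 1 = vehicle-only wells; values of inactives mirror those of a sister screen read the other way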
# Starred values were filed as active, the others as inactive; . = not tested or not shown.
Rev-RRE block	CYP2C9 inhib	CYP2C19 inh	EphB4 antag	PLAP activator	PLK1 PBD inh	CYP2C19 act	PLK1 inh	CYP2C9 act	canonical_smiles
5.3	-10.1	1.9	-1.1	0.9	-3.3	1	2.5	1.1	COc1ccc(S(=O)(=O)N2CCCC(C(=O)Nc3ccc(OC)c(OC)c3)C2)cc1 (stereo unspecified)
1.2	42.7	73.3*	-1.5	1.5	15.1	0.3	6.9	0.6	Cn1c(=O)c2c(nc(SCCNS(=O)(=O)c3ccccc3)n2C)n(C)c1=O
-1.2	-1.3	95.4*	1.1	0.9	1.4	0	-6.2	1	O=C(Nc1ccc2c(c1)CCC2)C1COc2ccccc2O1 (stereo unspecified)
8.3	-12.8	2.8	-0.9	1.3	15.7	1	-14.4	1.1	CCC1=NC(c2ccc(OC)cc2OC)N(O)C1(C)C (stereo unspecified)
5.5	36.7	93.7*	-1.2	1	-13.6	0.1	-1.2	0.6	COc1ccc(NC(=O)C2CCCCN2N)cc1OCC(C)C (stereo unspecified)
.	18.5	29.2	.	0.9	.	0.7	.	0.8	COc1ccc(N2CCN(C(=O)CSc3nnc4ncccn34)CC2)cc1
7.6	24.9	78.2*	3.2	1	-3.4	0.2	9.1	0.8	O=C(CCN1CCC(c2ccccc2)C1)c1cccs1 (stereo unspecified)
2.3	.	.	0.1	.	-2.8	.	-16.2	.	O=C(NCC(=O)N(c1ccccc1)C(C(=O)NC1CCCC1)c1ccncc1)c1ccco1 (stereo unspecified)
5.7	7.7	26.8	7.7	1.1	-15.2	0.7	-11.9	0.9	CC1(C(=O)NC2CCCCCCC2)CC1(Cl)Cl (stereo unspecified)
1.6	24.5	-0.3	2.2	1	-19.3	1	0.2	0.8	COC(=O)c1ccc(NC(=O)Cc2ccc(C)cc2)cc1
-0.5	69.0*	88.9*	-1.7	1	20.1	0.1	0.5	0.3	Cc1ccc(-c2cn(S(=O)(=O)c3cccc4nsnc34)nc2N)cc1
6.5	72.1*	65.4*	-7.7	1.4	3.3	0.3	-6.4	0.3	COc1ccc(C(=O)NC(C)c2nnc(SCC(=O)Nc3nc4ccccc4s3)n2C)cc1 (stereo unspecified)
3.8	-1.9	-0.5	14.2	0.9	-11.9	1	-3.5	1	CNc1nc(SC)nc(N2CCOCC2)n1
5.9	-7.2	-14.5	-2.2	1.4	-18.9	1.1	-2.1	1.1	COc1ccccc1Nc1nc(N)nc(CN2CCCCCC2)n1
7.9	.	.	-0.4	.	10.4	.	-4.3	.	O=C(O)C1CC=CCC1C(=O)Nc1ccc2c(c1)OCCO2 (stereo unspecified)
0.9	29.1	29.6	12.8	1.8	-13.3	0.7	-14.7	0.7	O=C(/C=C/NNC(=O)c1ccccc1)c1ccc(Br)cc1
4.2	18.0	19.4	3.5	1	-6.9	0.8	-3.0	0.8	CCCC(=O)c1ccc(-c2ccccc2)cc1
6.9	24.2	25.7	11.6	1	-7.6	0.7	-3.6	0.8	CCOc1ccc(OCC(=O)NCCc2nc3ccccc3[nH]2)cc1
.	-10.3	-1.2	.	1.2	.	1	.	1.1	Brc1ccc(-c2nnc(-c3ccccc3Br)o2)cc1
11.9	36.2	17.7	1.3	1.1	6.5	0.8	-4.9	0.6	CCOC(=O)Cc1csc(SCc2nc3sc4c(c3c(=O)[nH]2)CCC4)n1

# Some entries already given, reduced to CYP2C9 inhib and PLK1 inh.
canonical_smiles	CYP2C9 inhib	PLK1 inh
Brc1ccc(-c2nnc(-c3ccccc3Br)o2)cc1	-10.3	.
CCOC(=O)Cc1csc(SCc2nc3sc4c(c3c(=O)[nH]2)CCC4)n1	36.2	-4.9

# Carrying on.
Rev-RRE block	CYP2C9 inhib	CYP2C19 inh	EphB4 antag	PLAP activator	PLK1 PBD inh	CYP2C19 act	PLK1 inh	CYP2C9 act	canonical_smiles
13.5	27.9	-5.6	5.8	1.1	-3.4	1.1	-5.5	0.7	Nc1cc(OC(=O)c2ccco2)nn1S(=O)(=O)c1ccc(F)cc1
1.2	-3.1	-9.3	-4.5	1.3	7.1	1.1	-12.1	1	CN(C)S(=O)(=O)c1ccc(C(=O)N2CCN=C2SCc2cccnc2)cc1
5.5	3.4	13.6	-2.3	1	9.2	0.9	-8.0	1	CC(C)c1c(O)nc(SCCN2CCOCC2)[nH]c1=O
0.8	-3.4	-16.8	-10.2	1.1	-34.1	1.2	-9.2	1	CCc1nc(C)c(C#N)c2cc(OC)c(OC)cc12
.	19.0	3.7	.	1	.	1	.	0.8	Cn1cccc1Cc1nnc(SCC(N)=O)n1CCc1ccccc1
.	7.5	11.5	.	0.9	.	0.9	.	0.9	CCCCCCC(=O)NCC(=O)OCC(=O)c1ccccc1
2.0	41.4	5.8	7.3	1.2	4.0	0.9	-8.8	0.6	COc1cc(OC)cc(C(=O)NC2CCN(C(=O)N3c4ccccc4Sc4ccccc43)CC2)c1
.	26.4	12.0	.	0.9	.	0.9	.	0.7	COC(=O)C1=C(C)n2cnnc2NC1c1ccc(Cl)cc1 (stereo unspecified)
4.3	-7.5	-19.4	-5.4	1.1	19.3	1.2	1.7	1.1	Cc1onc(-c2c(F)cccc2Cl)c1C(=O)Nc1c(C)n(C)n(-c2ccccc2)c1=O
2.0	-3.9	-1.0	0.2	0.8	10.3	1	-1.8	1	Cc1cccc(OCCC(=O)Nc2c(C)n(C)n(-c3ccccc3)c2=O)c1
0.1	70.8*	80.2*	-14.1	1.3	-28.3	0.2	-9.8	0.3	COC(=O)C1=C(C)NC(C)=C(C(=O)OC)C1C(=O)OCCN1C(=O)c2ccccc2C1=O
3.0	-16.3	1.2	-8.8	1.1	-21.6	1	-4.2	1.2	CCOC(=O)N1CCN(C2=CC(=O)OC23CCCCC3)CC1
8.1	-12.5	-10.4	5.9	1.3	17.3	1.1	-2.5	1.1	CCN1CCCC1CNC(=O)C1CCCN(S(=O)(=O)c2cccc3nsnc23)C1 (stereo unspecified)
6.1	-90.8	55.4*	0.0	0.5	10.3	0.4	-5.6	1.9	CSc1cccc(NC(=O)/C=C/c2ccccc2)c1
.	39.1	-5.8	.	1	.	1.1	.	0.6	N#CCSc1n[nH]c2nc3c(c(=O)n12)C1(CCCC1)Cc1ccccc1-3
2.1	13.3	51.6*	-3.6	1	-11.6	0.5	-14.2	0.9	COc1cc(OC)cc(-c2nc(N)n[nH]2)c1
5.0	-19.2	-10.2	-10.1	1.1	-14.0	1.1	-0.4	1.2	Cc1cccc(-n2ncc(C#N)c2N)c1
.	11.0	9.2	.	1.1	.	0.9	.	0.9	O=C(c1cnc2sccn2c1=O)N1CCCc2ccccc21
1.2	-7.2	21.5	-0.3	1	-11.9	0.8	7.7	1.1	Cc1ccc(OCC(=O)N/N=C\c2cn(C)c3ccccc23)c([N+](=O)[O-])c1
9.8	37.8	10.9	3.4	1.4	-5.1	0.9	-7.7	0.6	O=c1nc2ccccc2c2n1CC(CN1CCN(c3ccc(F)cc3)CC1)N2 (stereo unspecified)

Rev-RRE block	CYP2C9 inhib	CYP2C19 inh	EphB4 antag	PLAP activator	PLK1 PBD inh	CYP2C19 act	PLK1 inh	CYP2C9 act	canonical_smiles
2.1	-10.7	22.9	2.2	1.1	-7.0	0.8	-0.1	1.1	COCC(=O)Nc1ccc(C)c(Cl)c1
9.3	13.9	59.1*	-4.3	0.8	-29.4	0.4	-3.8	0.9	O=C(CSc1nncs1)NCc1ccc2c(c1)OCO2
11.3	52.0*	-11.4	-2.7	0.8	0.9	1.1	2.2	0.5	O=C(CN(c1ccccc1F)S(=O)(=O)c1ccccc1)NC1CCCCCC1
6.5	52.2*	28.8	5.5	1.6	20.6	0.7	-12.0	0.5	Cc1ccc(S(=O)(=O)NC(CN2CCOCC2)=NCCNS(=O)(=O)c2ccccc2)cc1
5.6	15.1	91.1*	1.8	1.8	-14.5	0.1	-3.2	0.8	COc1ccc(NC(=O)CCN2CCN(S(=O)(=O)c3cc(Cl)ccc3Cl)CC2)cc1
6.7	-0.8	8.1	6.0	1.6	5.8	0.9	-6.6	1	CCc1ccc2[nH]c(=O)c(CN(Cc3ccc(F)cc3)C(c3nnnn3CCN3CCOCC3)C(C)C)cc2c1 (stereo unspecified)
4.7	1.5	-7.7	-3.6	0.8	24.2	1.1	-2.7	1	CCC(=O)NCCCCCCNC(=O)CC
18.4	26.9	24.2	-8.3	0.2	-96.2	0.8	20.2	0.7	CCN1/C(=C/c2ccc3ccccc3[n+]2CC)C=Cc2ccccc21
0.1	42.9	49.6	6.8	1.8	7.7	0.5	-12.0	0.6	COc1cc(-c2nc(-c3ccc4c(c3)-c3ccccc3S4(=O)=O)c(-c3ccccc3)[nH]2)cc(OC)c1OC
8.3	73.1*	15.0	4.7	1.7	-6.4	0.8	-4.0	0.3	O=C(NCc1ccco1)c1nn2c(C(F)(F)F)cc(-c3cccs3)nc2c1Br
4.6	75.6*	24.5	1.7	1.6	2.6	0.8	-2.1	0.2	CN(C(=O)CSc1nc(-c2ccccc2)cn1N)C(c1ccccc1)c1ccccc1
7.5	-1.4	8.9	1.7	1.1	11.1	0.9	-7.9	1	COc1cccc(CN2C(=O)Nc3ccccc3C(=O)N2C(C)(C)C)c1
5.8	54.4*	44.0	-0.7	1.4	36.2	0.6	-8.7	0.5	CCOc1ccccc1NC(=O)C1CCN(c2ccc(S(=O)(=O)N3CCCC3)cc2)CC1
2.0	92.3*	52.6*	-1.0	1.1	14.9	0.5	-2.9	0.1	COC(=O)c1cc2ccsc2n1Cc1cc(=O)n2ccccc2n1
2.5	-2.4	5.9	2.5	0.9	4.6	0.9	-8.5	1	c1ccc(Cn2nnnc2C(c2ccccn2)N2CCOCC2)cc1 (stereo unspecified)
7.8	-12.3	5.9	0.2	0.8	-11.6	0.9	-3.5	1.1	CC1=C(Sc2ccccn2)C(=O)NC(C)(C)C1
.	-9.1	1.5	.	1.2	.	1	.	1.1	CCCOc1cccc(C(=O)O)c1
12.9	68.0*	16.1	-4.5	1.7	-26.8	0.8	0.5	0.3	CCn1cc(C(=O)NCc2cccnc2)c(=O)c2cc(F)c(N3CCN(C(=O)c4ccco4)CC3)cc21

# Quoted at random: 5 compounds from above
Rev-RRE block	CYP2C9 inhib	CYP2C19 inh	EphB4 antag	PLAP activator	PLK1 PBD inh	CYP2C19 act	PLK1 inh	CYP2C9 act	canonical_smiles
18.4	26.9	24.2	-8.3	0.2	-96.2	0.8	20.2	0.7	CCN1/C(=C/c2ccc3ccccc3[n+]2CC)C=Cc2ccccc21
2.0	92.3*	52.6*	-1.0	1.1	14.9	0.5	-2.9	0.1	COC(=O)c1cc2ccsc2n1Cc1cc(=O)n2ccccc2n1
7.8	-12.3	5.9	0.2	0.8	-11.6	0.9	-3.5	1.1	CC1=C(Sc2ccccn2)C(=O)NC(C)(C)C1
2.1	-10.7	22.9	2.2	1.1	-7.0	0.8	-0.1	1.1	COCC(=O)Nc1ccc(C)c(Cl)c1
11.3	52.0*	-11.4	-2.7	0.8	0.9	1.1	2.2	0.5	O=C(CN(c1ccccc1F)S(=O)(=O)c1ccccc1)NC1CCCCCC1

# Bioassay records (PubChem BioAssay)

# Outcome played no part in choosing rows; about 29% have a hit in one of these screens.
